HT1080-NT tox: kills 2HG-producing HT-1080-NT fibrosarcoma cells | Potency, µM (titrated, usually from 46.1 µM), without a hit: at the top dose activity, negative = less viability, most hits filed as cytotoxic | AID 686970 | 1.6% of 360,000 active | HT-1080-NT fibrosarcoma viability, CellTiter-Glo ATP luminescence, 48 h;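 note: NT is the 2HG producing partner of a matched IDH1 knockdown line; potency is the fitted concentration of half-maximal effect; 0% = DMSO-treated cells and -100% = media-only wells without cells; nearly all actives have a fitted effect of over 55% in size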
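Read-out is CellTiter-Glo luminescence after 10 minutes at room temperature, following 48 hours' compound treatment of HT-1080-NT cells (750 cells/well, RPMI, 5% FBS, 37 degrees C).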
HT1080 IDH1KD tx: kills HT-1080 cells with IDH1 knockdown; HT-1080 IDH1 knockdown viability, ATP luminescence, 48 h; Potency, µM (top dose mostly 46.1 µM), inactives show top-dose activity, negative = toxicity, hits mostly cytotoxic; 2% of 360,000 active; AID 686971;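 note: potency is the fitted concentration of half-maximal effect; 0% = DMSO wells and -100% = cell-free medium wells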
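In this qHTS, HT-1080 cells depleted of IDH1 are exposed for 48 h at 37 °C to compound titrations. Toxicity is scored from CellTiter-Glo luminescence, with DMSO as full viability and medium alone as none.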
KB-3-1 tox: KB-3-1 parental cell cytotoxicity | KB-3-1 viability, CellTiter-Glo ATP luminescence, 72 h | AID 1347075 | 1.4% of 400,000 active | Potency, µM (series often up to 46.1 µM), without a hit: top-dose activity change, negative = cytotoxic, usual class: cytotoxic; note: potency is the fitted concentration of half-maximal effect; % is set by controls: 0 for no effect and ±100 for the full control effect; nearly all actives have a fitted effect of over 60% in size
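Using CellTiter-Glo luminescence, growth of non-resistant KB-3-1 adenocarcinoma cells is assessed 72 h after pin-tool compound addition at 37 °C. Normalized responses across the concentration series yield fitted curves.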
KB-V1 cytotox: KB-V1 MDR subline cytotoxicity. KB-V1 MDR cells viability, CellTiter-Glo, 72 h. Potency, µM (top dose mostly 46.1 µM), inactives show top-dose activity change, negative = cytotoxicity, hits mostly cytotoxic. 3.4% of 400,000 active. AID 1347076; note: potency is the fitted concentration of half-maximal effect; % is set by controls: 0 for no effect and ±100 for the full control effect; nearly all actives have a fitted effect of over 60% in size
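KB-V1 cells (P-gp-expressing MDR subline of KB-3-1) in phenol-red-free DMEM with 10% FBS were exposed to library compounds over a concentration series for 72 h at 37 degrees C. Viability read by CellTiter-Glo luminescence; concentration-effect curves fitted after normalization.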
MCF10A rerep: induces DNA re-replication in MCF 10a normal breast cells; AID 624296; 2.9% of 350,000 active; MCF 10A DNA re-replication, Hoechst nuclear intensity, 48 h; Potency, µM (highest dose often 46.1 µM), inactives show top-dose activity, positive = re-replication, usual class: activators; note: potency is the fitted concentration of half-maximal effect; % of control where 0% means no effect; nearly all actives have a fitted effect of over 50% in size
SW480 rereplic: induces DNA re-replication in SW480 colon adenocarcinoma cells; SW480 DNA re-replication, Hoechst DNA content imaging, 48 h; Potency, µM (series often up to 46.1 µM), without a hit: at the highest dose re-replication activation, usual class: activators; 1.8% of 340,000 active; note: potency is the fitted concentration of half-maximal effect; % of control where 0% means no effect; nearly all actives have a fitted effect of over 55% in size
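Cells (250 per well) received 23 nL compound or DMSO by pin tool and were kept 48 hr at 37 C, 5% CO2. Nuclei were then stained with Hoechst for 40 min and scanned for DNA content.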
IL-1B inflam inh: blocks inflammasome-driven IL-1 beta release. THP-1 LPS/ATP IL-1B secretion, AlphaLISA, 16 h; stronger effect = lower value. activity change, % at 57.5 µM. 4.7% of 360,000 active. AID 743279; in the data active = activity change below about -50%; inconclusive = mostly about -30% to -49%; note: % is set by controls: 0 for no effect and ±100 for the full control effect
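THP-1 cells pretreated 1 hr with compounds (up to 57.5 uM final), then stimulated with LPS (250 ng/mL final) plus ATP (1.25 mM final); secreted IL-1B measured by AlphaLISA after 16 hr, decreased signal indicating inhibition.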
D3 ag: D3 dopamine receptor (human) agonism; D3R DiscoveRx beta-arrestin cells, luminescence, 90 min; max activation, %; 0.58% of 410,000 active; in the data active = max activation above about 30%; note: 0% is about no effect; mostly tested at two doses, the higher about 12 µM
Target sequence (P35462 whole entry, looked up): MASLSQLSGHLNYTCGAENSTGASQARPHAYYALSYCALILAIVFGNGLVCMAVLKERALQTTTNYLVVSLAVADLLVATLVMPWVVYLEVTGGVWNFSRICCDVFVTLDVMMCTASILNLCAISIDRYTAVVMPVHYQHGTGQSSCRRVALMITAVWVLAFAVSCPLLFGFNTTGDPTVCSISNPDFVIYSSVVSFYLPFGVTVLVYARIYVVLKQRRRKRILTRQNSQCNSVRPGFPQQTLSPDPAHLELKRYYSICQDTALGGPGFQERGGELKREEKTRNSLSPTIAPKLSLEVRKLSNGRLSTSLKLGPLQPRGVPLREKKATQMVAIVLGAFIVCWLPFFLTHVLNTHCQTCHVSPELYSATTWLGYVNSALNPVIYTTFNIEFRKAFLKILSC
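Agonist-mode cell screen: cells plated at 1500/well and incubated overnight at 37 °C, then exposed to library compounds for 90 min at 37 °C. Detection reagent was added for 30–60 min at room temperature, and luminescence was read.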
HEK293 tox: cytotoxicity counter-screen for GLP-1 receptor inverse agonists. Potency, µM (top dose mostly 38.3 µM), inactives show at the top dose activity change, negative = inhibition, hits mostly inhibitors. HEK293 cAMP-luciferase reporter cells, luminescence, 24 h. 0.13% of 410,000 active;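 note: loss of luciferase light is scored as toxicity; potency is the fitted concentration of half-maximal effect; % is set by controls: 0 for no effect and ±100 for the full control effect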
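MLSMR compounds, 24 hr on cells at 37 deg C/5% CO2; luminescence after luciferase reagent (12 min RT). Inhibition counted as the undesired cytotoxic outcome.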
Active calls of the source: *; ? = inconclusive; · = not tested or not shown; [ ] = remark or other dose. Unless noted, calls come from the whole dose curve; as a rule, active = well fitted curve in the direction sought with a large enough effect; inconclusive = small, poorly fitted or top-dose-only effect, or another doubt; inactive = no such curve, though single readings can be large; an effect the other way counts as inactive or inconclusive.

SMILES	HT1080-NT tox	HT1080 IDH1KD tx	KB-3-1 tox	KB-V1 cytotox	MCF10A rerep	SW480 rereplic	IL-1B inflam inh	D3 ag	HEK293 tox
COc1ccc(NC(=O)c2sc3nc(C)nc(N4CCN(c5ccccn5)CC4)c3c2C)c(OC)c1	22%	14%	?	-14%	?	-8%	?	20	17%
Cc1ccccc1OCC(=O)N/N=C1\SCC(=O)N1Cc1ccccc1	3%	1%	8%	-9%	3%	0%	-7	2	-26%
COc1ccc(NC(=S)NC2CC3CCC2C3)c(OC)c1 (stereo unspecified)	3%	0%	-3%	-4%	4%	16%	10	1	?
Cc1cccc(NC(=O)CS(=O)(=O)c2cn(CC(=O)N3CCOCC3)c3ccccc23)c1	0%	16%	15%	13%	3%	-4%	-18	0	-7%
CCc1c(C)sc(NC(=O)c2ccco2)c1C#N	0%	-1%	-35%	-18%	-9%	-19%	-17	-6	4%
COc1ccccc1-n1c(=O)[nH]c2c(C(N)=O)nc(C3CCCCC3)nc21	-6%	-2%	-28%	-7%	-6%	-2%	-17	-1	-21%
CCC(Sc1nc2n[nH]c(C)c2c(=N)n1-c1cc(Cl)ccc1C)C(=O)N1CCOCC1 (stereo unspecified)	-21%	?	6%	1%	0%	0%	-14	3	-9%
Cc1ccc(C(=O)N2CCC(C)CC2)cc1S(=O)(=O)N1CCCCC1	0%	-6%	-9%	?	9%	4%	-6	2	-16%
CN(C)CC(C)(C)CNS(=O)(=O)CC12CCC(CC1=O)C2(C)C (stereo unspecified)	5%	21%	3%	17%	-176%[0.0737 µM]	-9%	-3	4	-19%
COc1ccc(C(=O)NCC(c2cccnc2)N2CCN(c3ccccc3F)CC2)cc1OC (stereo unspecified)	·	·	6%	-4%	·	·	·	6	-5%
O=C(CNc1ccc(Br)cc1)c1ccc(O)cc1	?	?	-2%	18%	?	18%	-2	-8	15%
COC(=O)c1ccc(OCC2c3cc(OC)c(OC)cc3CCN2C(=O)c2cccc(C)c2)cc1 (stereo unspecified)	·	·	4%	9%	·	·	·	1	0%
CCN(CC(=O)NCc1ccc(F)cc1)CC(=O)Nc1cc(S(=O)(=O)N(C)C)ccc1C	4%	-1%	15%	0%	9%	-40%[inhibitor]	27	0	-6%
CCOC(=O)N1CCC2(CC1)NCCc1c2[nH]c2ccccc12	-8%	0%	3%	-1%	7%	-2%	3	-4	-1%
C#Cc1ccc([C@@H]2C=C(C(=O)N3CCOCC3)O[C@H](OCCCCO)C2)cc1	15%	5%	7%	?	0%	4%[9.22 µM]	7	14	-2%
O=C(Nc1ccc(F)cc1F)C1CCN(S(=O)(=O)c2ccc3[nH]c(=O)ccc3c2)CC1	·	·	3%	27%	·	·	·	3	1%
CC(=O)c1ccc(NC(=S)NC2CCCC(C)C2C)cc1 (stereo unspecified)	-2%	2%	-8%	-10%	0%	-3%	?	-8	4%
CCOC(=O)c1sc2c(c1C)C(c1cccs1)C1=C(CCCC1=O)N2 (stereo unspecified)	-21%	?	?	-23%	9.2µM*	?	-4	13	383%[activator]
O=C(COc1ccccc1[N+](=O)[O-])N/N=C/c1ccc(O)cc1	3%	3%	1%	-6%	0%	?	-6	5	-4%
COc1ccc(C(=O)NC2CCSC2=O)cc1 (stereo unspecified)	15%	11%	?	-29%	?	?	2	9	-1%
CN1OC[C@@H]2CN(C(=O)C(C)(C)C)[C@H](c3ccc(-c4cc5ccccc5o4)cc3)C[C@@H]21	3%	6%	-6%	14%	·	·	0	-6	-1%
CN1CCc2c(sc3c2C(=O)NC(c2cccc(OC(=O)c4cccs4)c2)N3)C1 (stereo unspecified)	2%	5%	13%	0%	9%	4%	-5	-9	-4%
CCOC(=O)[C@@H]1[C@H]2COc3ccccc3[C@H]2N2C(=O)N(c3cccc(C)c3)C(=O)[C@]12C	19%	2%	-8%	-4%	11%	16%	8	-3	-12%
CC(Sc1nnc2ccccn12)C(=O)Nc1ccc(Cl)cn1 (stereo unspecified)	-1%	6%	-11%	-1%	-10%	-2%	12	-25	8%
CN1CCN(C(=O)c2sc(=S)n(-c3ccccc3)c2N)CC1	-10%	-2%	-1%	-4%	-2%	2%	?	-7	9%
Cc1ccc(-n2ncc(C#N)c2/N=C/N2CCCCCC2)cc1	-10%	-9%	11%	-27%	?	-1%	-2	2	-12%
C=CCOc1ccc(NC(=O)C(=O)NCCCn2ccnc2)cc1	21%	-3%	22%	-24%	0%	-4%	10	6	3%
Clc1ccccc1-c1nc2ccccc2[nH]1	10%	18%	1%	-3%	4%	0%	-6	-10	-7%
CCOc1cc(/C=N/NC(=O)c2cc3c(ccc4ccccc43)o2)ccc1O	-8%	?	0%	-2%	?	?	-51*	3	-27%
Cc1cc(O)c(C(=O)/C=C/c2cccc([N+](=O)[O-])c2)c(=O)o1	1%	16%	9%	-13%	?	7%	-3	-12	-9%
COc1ccc(S(=O)(=O)NNC(=O)c2csc(-n3nc(C)cc3C(F)(F)F)n2)cc1OC	-18%	-16%	4%	-9%	3%	-2%	4	7	-7%
O=C(CN1CCN(S(=O)(=O)N2CCOCC2)CC1)Nc1cc(Cl)ccc1Cl	-5%	-2%	-4%	?	0%	0%	4	2	9%
CCN1CCOC(=O)C1CC(=O)Nc1cc(Cl)ccc1OC (stereo unspecified)	·	·	6%	?	·	·	·	-14	-7%
CCn1nnc(NC(=O)c2cc3ccccc3o2)n1	26%	9%	2%	?	0%	-2%	0	-9	2%
CCOC(=O)C1=CCN(S(=O)(=O)c2ccccc2)C1c1ccc(Cl)cc1 (stereo unspecified)	-10%	-13%	0%	2%	·	·	5	8	1%
O=C(NCC(c1ccccc1Cl)N1CCCC1)c1ccc(N2CCCC2=O)cc1 (stereo unspecified)	10%	10%	2%	0%	14%	2%	-12	-17	12%
Cc1ccc(F)c(C(=O)N2CCCC(C)(C(=O)NS(=O)(=O)C3CC3)C2)c1F (stereo unspecified)	?	2%	0%	1%	·	·	20	5	1%
CCCOC(=O)c1ccc(NC(=O)c2ccccc2[N+](=O)[O-])cc1	-4%	2%	2%	-2%	-4%	-22%	-30	-6	-9%
O=C(OCC(=O)N1CCOCC1)c1ccccc1OCc1ccc(Cl)cc1	-13%	-5%	3%	-27%	?	0%	-17	16	-8%
CCn1c(SCC(=O)N2CC(=O)Nc3ccccc32)nnc1-c1ccoc1C	15%	20%	9%	1%	1%	-14%	-15	1	-10%

Of the compounds above, 3 have an aryl thioether with sulfur outside any ring:
SMILES	HT1080-NT tox	HT1080 IDH1KD tx	KB-3-1 tox	KB-V1 cytotox	MCF10A rerep	SW480 rereplic	IL-1B inflam inh	D3 ag	HEK293 tox
CCC(Sc1nc2n[nH]c(C)c2c(=N)n1-c1cc(Cl)ccc1C)C(=O)N1CCOCC1 (stereo unspecified)	-21%	?	6%	1%	0%	0%	-14	3	-9%
CC(Sc1nnc2ccccn12)C(=O)Nc1ccc(Cl)cn1 (stereo unspecified)	-1%	6%	-11%	-1%	-10%	-2%	12	-25	8%
CCn1c(SCC(=O)N2CC(=O)Nc3ccccc32)nnc1-c1ccoc1C	15%	20%	9%	1%	1%	-14%	-15	1	-10%

3 compounds from above, arranged by length of the SMILES, lowest first.
SMILES	HT1080-NT tox	HT1080 IDH1KD tx	KB-3-1 tox	KB-V1 cytotox	MCF10A rerep	SW480 rereplic	IL-1B inflam inh	D3 ag	HEK293 tox
CCn1nnc(NC(=O)c2cc3ccccc3o2)n1	26%	9%	2%	?	0%	-2%	0	-9	2%
O=C(CN1CCN(S(=O)(=O)N2CCOCC2)CC1)Nc1cc(Cl)ccc1Cl	-5%	-2%	-4%	?	0%	0%	4	2	9%
CCOC(=O)[C@@H]1[C@H]2COc3ccccc3[C@H]2N2C(=O)N(c3cccc(C)c3)C(=O)[C@]12C	19%	2%	-8%	-4%	11%	16%	8	-3	-12%

Next results follow:
SMILES	HT1080-NT tox	HT1080 IDH1KD tx	KB-3-1 tox	KB-V1 cytotox	MCF10A rerep	SW480 rereplic	IL-1B inflam inh	D3 ag	HEK293 tox
CN1C(=O)/C(=N/OC(=O)c2ccccc2)c2ccccc21	1%	-2%	0%	-27%	2%	11%	0	-21	14%
CC1C(=O)N2CCCc3cc(S(=O)(=O)N(C)c4ccccc4)cc1c32 (stereo unspecified)	-4%	-3%	-4%	-22%	3%	1%	5	-1	9%
COc1ccccc1OCCN1CSC(=S)N(C)C1	9.2µM*	7.3µM*	5.2µM*	?	7.3µM*	2.6µM*	-107*	-10	?
O=C(N/N=C/c1cccnc1)NC12CC3CC(CC(C3)C1)C2	-1%	-1%	-2%	-1%	0%	-103%[inhibitor]	-10	-6	11%

A second format for part of the listing above.
Values run as follows: HT1080-NT tox	HT1080 IDH1KD tx	KB-3-1 tox	KB-V1 cytotox	MCF10A rerep	SW480 rereplic	IL-1B inflam inh	D3 ag	HEK293 tox
CC1C(=O)N2CCCc3cc(S(=O)(=O)N(C)c4ccccc4)cc1c32 (stereo unspecified)
 : -4%	-3%	-4%	-22%	3%	1%	5	-1	9%
COc1ccccc1OCCN1CSC(=S)N(C)C1
 : 9.2µM*	7.3µM*	5.2µM*	?	7.3µM*	2.6µM*	-107*	-10	?
O=C(N/N=C/c1cccnc1)NC12CC3CC(CC(C3)C1)C2
 : -1%	-1%	-2%	-1%	0%	-103%[inhibitor]	-10	-6	11%

Source: PubChem

The order is random. About 11% of those tested had a hit in this group.
